Screening results (PubChem)
S1P3 antag: S1P3 (human) receptor antagonism; Q99500; CHO S1P3 NFAT-BLA reporter, FRET fluorescence, antagonist mode; inhibition, % at 4.98 µM; 0.27% of 170,000 active; AID 485;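 active = inhibition above the plate cutoff, the mean inhibition of test wells on that plate plus 3 SD, cut at about 28% in these data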;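 also: cells challenged with S1P at its EC80 of 0.8 µM; blue over green emission ratio from cleaved BLA substrate after 4 h stimulation; 0% = S1P-stimulated wells and 100% = unstimulated DMSO-only wells; some compounds past the cut are filed as inactive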
TLR4 MyD88 comp: inhibitors of human TLR4-MyD88 binding | AID 861 | O00206+Q99836 | HeLa CL3-4 TLR4/MyD88 BLA complementation, FRET ratio | inhibition, % at 8.4 µM | 0.18% of 200,000 active; in the data active = inhibition above about 25%;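 also: 0% = vehicle and 100% = reference inhibitor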
Target sequence (O00206 whole entry, looked up): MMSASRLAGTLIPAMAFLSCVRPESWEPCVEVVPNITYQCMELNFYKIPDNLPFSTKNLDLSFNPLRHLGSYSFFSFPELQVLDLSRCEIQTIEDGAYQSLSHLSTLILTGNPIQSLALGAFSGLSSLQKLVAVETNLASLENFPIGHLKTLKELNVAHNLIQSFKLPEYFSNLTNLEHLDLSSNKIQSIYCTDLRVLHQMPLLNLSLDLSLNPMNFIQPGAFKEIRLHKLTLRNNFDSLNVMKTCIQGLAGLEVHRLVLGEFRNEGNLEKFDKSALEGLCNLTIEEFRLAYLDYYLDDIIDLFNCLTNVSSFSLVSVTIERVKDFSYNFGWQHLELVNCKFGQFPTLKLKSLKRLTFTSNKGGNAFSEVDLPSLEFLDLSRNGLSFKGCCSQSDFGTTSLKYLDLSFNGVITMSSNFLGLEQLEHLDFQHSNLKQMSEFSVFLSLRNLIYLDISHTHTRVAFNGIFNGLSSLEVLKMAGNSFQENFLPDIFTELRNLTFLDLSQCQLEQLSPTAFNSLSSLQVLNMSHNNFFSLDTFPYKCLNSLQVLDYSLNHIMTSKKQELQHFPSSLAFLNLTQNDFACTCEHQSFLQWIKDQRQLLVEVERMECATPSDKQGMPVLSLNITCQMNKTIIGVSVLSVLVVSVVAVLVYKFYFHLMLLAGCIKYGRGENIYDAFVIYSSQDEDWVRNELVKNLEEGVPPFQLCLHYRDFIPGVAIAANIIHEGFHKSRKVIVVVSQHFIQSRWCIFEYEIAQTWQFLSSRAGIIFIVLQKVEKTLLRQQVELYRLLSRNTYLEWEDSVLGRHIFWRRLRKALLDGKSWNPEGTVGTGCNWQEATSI
Target sequence (Q99836 whole entry, looked up): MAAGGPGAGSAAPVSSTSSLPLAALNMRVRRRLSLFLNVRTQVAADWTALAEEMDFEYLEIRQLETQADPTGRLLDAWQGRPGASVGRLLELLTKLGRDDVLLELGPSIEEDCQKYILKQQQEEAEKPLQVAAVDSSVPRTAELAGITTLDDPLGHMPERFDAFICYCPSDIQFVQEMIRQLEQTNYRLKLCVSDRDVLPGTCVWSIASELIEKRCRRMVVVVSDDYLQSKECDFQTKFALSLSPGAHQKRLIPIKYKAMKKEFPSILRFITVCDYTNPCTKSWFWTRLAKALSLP
RAM network inh: yeast RAM network inhibition. S. cerevisiae dse1pr::URA3 reporter, 5-FOA growth OD615, 2 d; analog-sensitive cbk1-as2 kinase mutant strain. inhibition, % at 50 µM. 1.8% of 190,000 active;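 active = inhibition above a set limit, 3 SD over mean compound inhibition, cut at about 8.4% in these data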;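 also: 0% = DMSO-only wells with no growth and 100% = 10 µM 1-NA-PP1 full growth; inhibition rescues growth on 5-FOA so higher OD means more RAM inhibition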
PPARg SRC3 recr: promotes SRC-3 coactivator recruitment by human PPARgamma | AID 731 | 0.26% of 200,000 active | P37231 | activation, % at 8 µM | biochemical PPARgamma/SRC-3 coactivator recruitment assay; in the data active = activation above about 23%;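 also: 0% = DMSO and 100% = reference agonist; some compounds past the cut are filed as inactive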
STAT3 blocker: STAT3 signaling inhibition; U3A cells, IL-6 STAT3-luciferase reporter, luminescence; host cell line lacks STAT1; inhibition, % at 5.5 µM; 0.89% of 190,000 active; AID 862;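 active = inhibition above the mean inhibition across all screened compounds plus 3 SD, cut at about 44% in these data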;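 also: 0% = DMSO only wells and 100% = 100 µM nifuroxazide control wells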
ROMK primary: human ROMK K+ channel modulation, primary screen | B-score at 10 µM | 2% of 130,000 active | Tet-inducible ROMK, thallium flux fluorescence; actives lie on both sides | AID 1918;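 active = signal ratio slope over the read window, or its plate-corrected B-score, at least 3 SD from the plate mean, either direction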;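 also: B-score of the F/F0 ratio slope over 7 to 12 s after thallium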
PPARg SRC-2 ag: promotes SRC-2 coactivator recruitment by human PPARgamma. P37231. PPARgamma LBD-SRC-2 recruitment, biochemical. activation, % at 8 µM. 0.34% of 200,000 active; in the data active = activation above about 22%;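 also: 0% = vehicle and 100% = reference agonist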
PPARg SRC1 recr: PPARgamma-driven SRC-1 recruitment agonism | P37231 | PPARgamma-SRC-1 coactivator recruitment biochemical assay | activation, % at 8 µM | 0.41% of 200,000 active; in the data active = activation above about 19%;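 also: 0% = DMSO and 100% = reference agonist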
STAT1 blocker: reduces IFN-gamma driven STAT1 reporter signal; NIH 3T3 STAT1-luciferase reporter, luminescence; inhibition, % at 5.5 µM; 0.35% of 200,000 active;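 active = inhibition above a set limit, the mean inhibition across all tested compounds plus 3 SD, cut at about 34% in these data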;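 also: 0% = IFN-gamma with DMSO and 100% = IFN-gamma with 300 µM nifuroxazide; values of inactives mirror those of a sister screen read the other way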
TR-FRET SRC-2 ct: counter-screen for PPARgamma SRC-2 recruitment agonists: TR-FRET artefact; stronger effect = higher value; TR-FRET ratio at 8 µM; 0.4% of 200,000 active; AID 1049; in the data active = TR-FRET ratio above about 2000; also: inactives centre near 1500; reference of the scale not given here
STAT3 act: activators of IL-6 induced STAT3 signaling | U3A cells, IL-6 STAT3-luciferase reporter, luminescence; 100% = signal with IL-6 EC80 alone | activation (% of control), % at 5.6 µM | 0.91% of 190,000 active | AID 871;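 active = activation above the screen-wide mean of compound activation plus 3 SD, cut at about 130% in these data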;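 also: 0% = background luminescence of wells with medium and substrate only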
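Material: human U3A cells carrying STAT3-luciferase construct. Measured by: reporter luminescence signal. Timing: compound 1 h, then IL-6 6 h at 37 °C.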
Numbers without * were called inactive; / = not tested or not shown; & = joins results of further samples.

SMILES	S1P3 antag	TLR4 MyD88 comp	RAM network inh	PPARg SRC3 recr	STAT3 blocker	ROMK primary	PPARg SRC-2 ag	PPARg SRC1 recr	STAT1 blocker	TR-FRET SRC-2 ct	STAT3 act
Cc1ccc(NC(=O)C(=O)NCC2CCN(C(=O)c3cccc([N+](=O)[O-])c3)CC2)cc1	-1	-20	3.1	-2	6	0.47	1	2	4	1594	99
CCN1CCN(S(=O)(=O)Cc2ccccc2)CC1	-2	12	1.6	9	6	/	0	4	0	1541	98
O=C(Nc1cccc(C(F)(F)F)c1)n1cc(-c2ccccn2)c(N2CCOCC2)n1	-1	-5	1.9	2	-6	-0.067	3	4	-2	1601	112
Cc1cc(NC(=O)CN2C(=O)CCSc3ccccc32)no1	-26	4	2.4	6	-4	-0.072	5	12	-1	1647	109
O=C(O)CSCC(=O)Nc1ccc(C(F)(F)F)cc1	-4	-6	1.0	5	6	-0.58	4	-2	-4	1338	100
CN(C)C(=O)N1CCCC(C(=O)NCc2ccc(F)cc2Cl)C1 (stereo unspecified)	-17	7	0.8	0	6	-0.24	8	-2	-1	1459	99
NC(=S)NC1CCS(=O)(=O)C1 (stereo unspecified)	-17	-11	3.2	1	-4	1.1	-7	3	2	1539	112
Cc1c(-c2ccncc2)oc2ccc(Br)cc2c1=O	-9	-1	1.5	3	28	0.27	-4	2	-23	1453	80
O=C(Cn1cnc2ccccc2c1=O)NC1CCCc2ccccc21 (stereo unspecified)	-18	-17	1.8	0	1	/	-1	-9	8	1502	103
O=C(CCc1ccccc1)Nc1ccccc1C(=O)N1CCOCC1	-2	8	-0.4	1	10	-0.32	-1	-1	-2	1506	101
CCNc1nc(NC(C)C)nc(Nn2cnnc2)n1	-24	16	1.8	-2	-1	0.68	4	5	5	1568	101
CC(C)CC(=O)Nc1ccc(Nc2ccccc2)cc1	/	-4	2.7	4	-3	/	5	13	-3	1634	102
Cc1ccc2[nH]cc(CCCN3C(=O)c4ccccc4C3=O)c2c1	-7	3	8.5*	-1	15	0.046	10	0	0	1632	89
c1ccc(-c2n[nH]c3ccccc23)cc1	8	6	-0.6	7	3	2.5	7	4	2	1690	101
c1cnc(N2CCN(Cc3ccc4c(c3)OCO4)CC2)nc1	-7&2	4	2.5	4&7	9	/	7&-5	-2&9	3	1581&1544	94
CCOc1nc2ccccc2cc1C=O	10	-3	-0.6	7	1	5.3*	8	5	-7	1597	105
CC(=O)c1c(C)[nH]c(C(=O)COC(=O)c2cccc(S(=O)(=O)N(C)c3ccccc3)c2)c1C	38*	4	7.0	2	30	/	4	11	20	1561	77
C/C(CCc1ccccc1)=N\NC(=O)CCc1ccccc1	-1	-8	0.4	-1	12	-0.0088	6	9	7	1612	90
CC(=O)NCCOc1ccc(C(=O)O)cc1	10	3	-0.7	5	7	1.3	6	-2	0	1545	96
COc1ccc(NC(=S)N(CCN2CCCCC2)Cc2ccco2)cc1	-5	-2	2.6	-6	11	-0.08	2	-1	-2	1548	93
O=C(COc1ccccc1)OC(C(=O)c1ccccc1)c1ccccc1 (stereo unspecified)	-20	-6	12*	2	-13	/	4	-1	-5	1588	107
COc1ccc(/C=N/N=C(\N)c2nonc2N)cc1OC	-11	4	1.3	3	18	0.019	5	-2	-46	1700	88
C=CCCC(=O)Nc1nc(C)c(-c2csc(Nc3cc(OC)ccc3OC)n2)s1	/	-8	4.2	2	19	/	11	3	-16	1854	87
Oc1c(Cl)cc(Cl)cc1C=Nc1ccccc1N1CCCC1	-19	4	0.4	-2	-5	/	2	0	2	1632	107
COc1cc2c(cc1OC)C(C(=O)O)C(c1ccc(C)o1)N(C)C2=O (stereo unspecified)	-22	3	0.7	1	15	/	5	4	9	1471	90
CCCc1nc(-c2ccccc2O)n(-c2ccccc2)n1	30	6	0.5	1	8	/	19	4	0	1671	96
O=C(CSc1ccccn1)Nc1cccc2ccccc12	0	6	0.1	2	-1	1.3	5	4	-4	1594	107
CCC(=O)N1c2ccc(S(=O)(=O)CCC(=O)N3CCN(c4ccccc4)CC3)cc2CC1C (stereo unspecified)	-13	2	-0.8	-2	2	-1.7	2	8	-1	1679	100
CCn1c(SCC(=O)O)nnc1-c1cccnc1	-1	0	3.6	2	1	0.28	2	0	1	1511	102
CC(=O)C1=C(c2ccccc2)OC(N)=C(C#N)C1c1ccccc1C (stereo unspecified)	5	4	3.5	1	6	/	1	8	6	1555	96
Cc1ccc(OCC(O)CNS(=O)(=O)c2ccccc2C(=O)N2CCCCC2)cc1 (stereo unspecified)	-12	-9	0.7	-6	10	/	-4	0	-7	1342	99
O=C(O)CSCc1nc2ccccc2[nH]1	-34	6	0.9	1	-37	0.61	8	11	14	1711	132
Cc1cc(C)cc(OCC(=O)OCC(=O)NCCC2=CCCCC2)c1	-4	-13	2.6	-2	14	0.56	1	4	-3	1508	89
CC(=O)Nc1ccc(NC(=O)C2CCN(S(=O)(=O)c3cccc4nonc34)CC2)cc1	/	1	4.3	1	-8	/	8	0	-9	1554	112
CCCC1C2CN(C(C)=O)CC=C2C(C#N)=C(N)C1(C#N)C#N (stereo unspecified)	12	9	0.7	-1	7	/	12	8	4	1590	99
COc1cc(-c2nn3c(-c4cccnc4)nnc3s2)cc(OC)c1OC	/	10	0.9	-3	9	-0.038	-11	-10	13	1555	93
COc1ccc(-c2nc3ccccc3n2Cc2ccc(C)cc2)cc1	/	-7	-2.2	11	2	-0.34	13	4	-2	1665	97
Cc1ccc(-c2csc(=S)n2CC(=O)OCC(=O)NCc2ccc(F)cc2)cc1	/	-2	1.1	-7	1	-0.46	-2	6	10	1415	98
CSc1nc(N)nc(SCC(=O)C(C)(C)C)c1C#N	/	3	3.2	-4	7	0.68	5	-4	0	1380	99
CCCCCC(=O)NNC1=NCC(Cc2ccccc2)S1 (stereo unspecified)	-21	-8	0.2	-1	-23	-0.38	-2	12	-2	1582	126
O=C(CCl)N(Cc1ccccc1)c1ccccc1	-6	-6	2.6	-8	23	-1.2	0	3	17	1356	83
O=C(c1ccco1)N1CCN(C(c2ccccc2)c2nnnn2Cc2cccs2)CC1 (stereo unspecified)	-18	-3	1.3	5	6	/	6	7	-5	1555	104
CCn1c(C(C)NC(=O)c2cccc(C)c2)n[nH]c1=S (stereo unspecified)	5	-2	0.0	3	4	-0.45	-4	-2	1	1570	98
CCCCNC(=O)c1cc(-c2ccc(OC)cc2)on1	/	-6	1.8	4	14	0.074	3	3	-24	1467	89
O=C(NCc1ccccc1)c1cccc(NS(=O)(=O)c2cccc3cccnc23)c1	5	-8	1.3	5	2	0.09	3	10	7	1489	96
O=C(CSc1ncnc2ccccc12)NCCc1ccccc1	7	2	0.8	3	7	-0.47	8	1	7	1685	98
CCCN1C(=O)C2(/C(=C(\O)c3ccc4c(c3)OCCO4)C(=O)C(=O)N2CCCOC)c2ccccc21 (stereo unspecified)	0	-12	0.7	-1	12	-0.29	7	9	6	1729	91
CC(C)Oc1cc(NC(=O)CS(=O)CC(=O)Nc2cccc(C(F)(F)F)c2)c(Cl)cc1Cl (stereo unspecified)	/	-4	4.8	-1	9	/	6	5	-3	1662	98
COc1cc2cc(C)c(SCC(=O)N3CCOCC3)nc2cc1OC	-6	-1	0.9	-7	-1	0.15	6	1	-1	1674	105
Nc1nc(SCc2ccc3c(c2)OCCO3)n[nH]1	-24	-13	0.3	-1	-7	-5.2e-05	7	5	-8	1729	108

Next section
SMILES	S1P3 antag	TLR4 MyD88 comp	RAM network inh	PPARg SRC3 recr	STAT3 blocker	ROMK primary	PPARg SRC-2 ag	PPARg SRC1 recr	STAT1 blocker	TR-FRET SRC-2 ct	STAT3 act
COc1ccccc1CCNC(=O)C(=O)NCC1OCCN1S(=O)(=O)c1ccc(Br)cc1 (stereo unspecified)	24	-12	2.3	0	3	-0.26	-6	-3	-6	1435	98
CC(C)N1CCC(N2CCN(CC#Cc3ccccc3)CC2CCO)CC1 (stereo unspecified)	3	-13	-0.5	2	2	0.0093	-2	-2	-5	1520	104
CCOC(=O)c1sc2ccc(S(=O)(=O)N3CCOCC3)cc2c1N	/	-9	1.2	3	22	/	-2	3	6	1636	85
O=C(Cc1cccs1)Nc1cccc(-c2nc3ccccc3[nH]2)c1	-4	-4	1.3	5	-4	-0.65	9	14	10	1792	103
CC(C)c1ccc2[nH]c(O)c(N=NC(=O)c3ccc(CSc4nncn4C)cc3)c2c1	10	12	7.3	-1	4	/	2	-2	3	1485	99
Cc1ccccc1-c1noc(CCC(=O)NCC2CCCO2)n1 (stereo unspecified)	/	-9	0.2	14	9	/	6	5	6	1625	94
Cc1cc2cc(CNC(=S)NC3CCCCC3)ccc2n1C	-7	-20	3.1	2	8	-0.037	7	5	0	1702	97

Twelve consecutive records from above, for reference:
SMILES	S1P3 antag	TLR4 MyD88 comp	RAM network inh	PPARg SRC3 recr	STAT3 blocker	ROMK primary	PPARg SRC-2 ag	PPARg SRC1 recr	STAT1 blocker	TR-FRET SRC-2 ct	STAT3 act
O=C(CSc1ncnc2ccccc12)NCCc1ccccc1	7	2	0.8	3	7	-0.47	8	1	7	1685	98
CCCN1C(=O)C2(/C(=C(\O)c3ccc4c(c3)OCCO4)C(=O)C(=O)N2CCCOC)c2ccccc21 (stereo unspecified)	0	-12	0.7	-1	12	-0.29	7	9	6	1729	91
CC(C)Oc1cc(NC(=O)CS(=O)CC(=O)Nc2cccc(C(F)(F)F)c2)c(Cl)cc1Cl (stereo unspecified)	/	-4	4.8	-1	9	/	6	5	-3	1662	98
COc1cc2cc(C)c(SCC(=O)N3CCOCC3)nc2cc1OC	-6	-1	0.9	-7	-1	0.15	6	1	-1	1674	105
Nc1nc(SCc2ccc3c(c2)OCCO3)n[nH]1	-24	-13	0.3	-1	-7	-5.2e-05	7	5	-8	1729	108
COc1ccccc1CCNC(=O)C(=O)NCC1OCCN1S(=O)(=O)c1ccc(Br)cc1 (stereo unspecified)	24	-12	2.3	0	3	-0.26	-6	-3	-6	1435	98
CC(C)N1CCC(N2CCN(CC#Cc3ccccc3)CC2CCO)CC1 (stereo unspecified)	3	-13	-0.5	2	2	0.0093	-2	-2	-5	1520	104
CCOC(=O)c1sc2ccc(S(=O)(=O)N3CCOCC3)cc2c1N	/	-9	1.2	3	22	/	-2	3	6	1636	85
O=C(Cc1cccs1)Nc1cccc(-c2nc3ccccc3[nH]2)c1	-4	-4	1.3	5	-4	-0.65	9	14	10	1792	103
CC(C)c1ccc2[nH]c(O)c(N=NC(=O)c3ccc(CSc4nncn4C)cc3)c2c1	10	12	7.3	-1	4	/	2	-2	3	1485	99
Cc1ccccc1-c1noc(CCC(=O)NCC2CCCO2)n1 (stereo unspecified)	/	-9	0.2	14	9	/	6	5	6	1625	94
Cc1cc2cc(CNC(=S)NC3CCCCC3)ccc2n1C	-7	-20	3.1	2	8	-0.037	7	5	0	1702	97
